Bioassay records as filed in PubChem.
STAT3 act: activators of IL-6 induced STAT3 signaling; U3A cells, IL-6 STAT3-luciferase reporter, luminescence; 100% = signal with IL-6 EC80 alone; activation (% of control), % at 5.6 µM; 190,000 tested, 0.91% active; AID 871;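 active = activation above the screen-wide mean of compound activation plus 3 SD, cut at about 130% in these data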;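 note: 0% = background luminescence of wells with medium and substrate only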
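Detection: reporter luminescence signal / Assay system: STAT1-lacking human U3A cells, STAT3 luciferase reporter / Incubation: compound pre-incubation 1 h before IL-6, then 6 h stimulation at 37 °C / Control set: IL-6-only high control / Read-out: % activation relative to IL-6 control / Probe or stimulus: Interleukin-6, 33 ng/mL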
STAT1 act: increases IFN-gamma driven STAT1 reporter signal. 200,000 tested, 2.6% active. activation (% of control), % at 5.5 µM. NIH 3T3 STAT1-luciferase reporter, luminescence; 100% = IFN-gamma alone, no compound;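 active = activation above the screen-wide mean activation plus 3 SD, cut at about 130% in these data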;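 note: raw ratio to IFN-gamma control signal so 100% means no change and 0% no light; values of inactives mirror those of a sister screen read the other way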
APP 5'UTR act: APP 5'UTR luciferase reporter activation; activation, % at 2 µM; 190,000 tested, 1% active; AID 1276; SH-SY5Y APP 5'UTR luciferase reporter, luminescence; zero percent = DMSO vehicle wells;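 active = activation above a set limit, based on mean plus 3 SD of controls, cut at about 140% in these data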; note: values of inactives mirror those of a sister screen read the other way
Redox H2O2 prof: compounds producing H2O2 with reducing agent – biochemical, NIH compound library profiling, artefact control for MLSCN library redox annotation, primary screen; DTT-dependent redox cycling H2O2, phenol red/HRP absorbance; 100% = 100 µM peroxide control, 0% = buffer; activation, % at 10 µM; 200,000 tested, 0.03% active; AID 878;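 active = activation of at least 50% relative to the plate's high and low controls in the primary single-dose screen; inactive = activation below 50%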;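 note: compound incubated with DTT at 0.8 mM final as the reducing agent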
STAT3 inh: STAT3 signaling inhibition; U3A cells, IL-6 STAT3-luciferase reporter, luminescence; host cell line lacks STAT1; inhibition, % at 5.5 µM; 190,000 tested, 0.89% active;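 active = inhibition above the mean inhibition across all screened compounds plus 3 SD, cut at about 44% in these data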;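 note: 0% = DMSO only wells and 100% = 100 µM nifuroxazide control wells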
STAT1 inh: STAT1 signaling inhibition; NIH 3T3 STAT1-luciferase reporter, IFN-gamma, luminescence; inhibition, % at 5.5 µM; 200,000 tested, 0.35% active;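 active = inhibition above a set limit, the mean inhibition across all tested compounds plus 3 SD, cut at about 34% in these data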;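 note: 0% = IFN-gamma with DMSO and 100% = IFN-gamma with 300 µM nifuroxazide; values of inactives mirror those of a sister screen read the other way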
Hsp70 act: transcriptional activators of Hsp70; HeLa Hsp70 promoter luciferase reporter, luminescence; scaled: vehicle 0, proteasome-inhibitor control 100%; activation, % at 10 µM; 200,000 tested, 0.04% active;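 active = activation above the mean across all tested compounds plus 3 SD, cutoff set per campaign, cut at about 5.5% in these data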;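 note: 100% = MG132 at 30 µM as the positive control and 0% = DMSO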
HMGR II inh: inhibitors of class II HMG-CoA reductase from Enterococcus faecalis; inhibition, % at 10 µM; 190,000 tested, 0.41% active; purified E. faecalis HMGR, NADPH absorbance 340 nm kinetic;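 active = inhibition above a set limit, the median over all tested compounds plus 3 SD, cut at about 9.5% in these data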;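 note: enzyme runs in reverse so mevalonate oxidation gives rising NADPH absorbance; 0% = complete reaction with DMSO and 100% = background rate lacking mevalonate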
TLR4 MyD88 comp: blocks binding of human TLR4 to MyD88 | O00206+Q99836 | HeLa CL3-4 TLR4/MyD88 BLA complementation, FRET ratio | inhibition, % at 8.4 µM | 200,000 tested, 0.18% active; in the data active = inhibition above about 25%;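 note: 0% = vehicle and 100% = reference inhibitor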
Target sequence (O00206 whole entry, looked up): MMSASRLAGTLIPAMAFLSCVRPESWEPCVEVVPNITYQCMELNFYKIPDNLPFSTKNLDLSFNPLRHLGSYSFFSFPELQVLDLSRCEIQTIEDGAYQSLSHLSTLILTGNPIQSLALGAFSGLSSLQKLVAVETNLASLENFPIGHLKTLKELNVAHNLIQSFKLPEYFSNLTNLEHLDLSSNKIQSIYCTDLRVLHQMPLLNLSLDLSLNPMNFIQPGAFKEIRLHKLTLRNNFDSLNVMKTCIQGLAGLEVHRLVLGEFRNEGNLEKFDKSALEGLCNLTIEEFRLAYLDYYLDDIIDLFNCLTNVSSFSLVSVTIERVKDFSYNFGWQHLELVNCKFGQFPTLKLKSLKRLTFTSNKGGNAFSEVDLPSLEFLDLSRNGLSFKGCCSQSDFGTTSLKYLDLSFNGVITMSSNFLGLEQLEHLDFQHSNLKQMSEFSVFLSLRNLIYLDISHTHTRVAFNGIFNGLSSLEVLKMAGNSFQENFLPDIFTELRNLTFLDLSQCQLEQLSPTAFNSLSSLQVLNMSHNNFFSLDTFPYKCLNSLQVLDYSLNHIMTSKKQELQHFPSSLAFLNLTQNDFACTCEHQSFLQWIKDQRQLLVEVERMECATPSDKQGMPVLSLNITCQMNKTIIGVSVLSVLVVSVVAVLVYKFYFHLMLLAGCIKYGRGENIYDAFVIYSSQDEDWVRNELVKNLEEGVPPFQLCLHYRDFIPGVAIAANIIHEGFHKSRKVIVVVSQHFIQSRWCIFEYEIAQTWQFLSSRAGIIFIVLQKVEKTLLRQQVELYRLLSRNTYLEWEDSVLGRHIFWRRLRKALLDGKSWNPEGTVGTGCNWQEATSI
Target sequence (Q99836 whole entry, looked up): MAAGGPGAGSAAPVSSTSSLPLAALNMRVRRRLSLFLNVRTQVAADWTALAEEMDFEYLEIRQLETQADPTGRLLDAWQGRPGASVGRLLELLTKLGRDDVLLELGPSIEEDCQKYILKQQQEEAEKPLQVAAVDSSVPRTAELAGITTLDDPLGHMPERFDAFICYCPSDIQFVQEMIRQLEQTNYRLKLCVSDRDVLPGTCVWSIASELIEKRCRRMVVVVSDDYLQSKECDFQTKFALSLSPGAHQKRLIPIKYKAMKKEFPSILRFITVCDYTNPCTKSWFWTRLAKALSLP
NF-kB expr up: compounds increasing NF-kB expression in human neuronal cells. NF-kB reporter expression; active compounds read high. fold change at 12.5 µM. 190,000 tested, 1.6% active. AID 1239; in the data active = fold change above about 3.3
* hit, by the source's call; / = not tested or not shown.

SMILES | STAT3 act | STAT1 act | APP 5'UTR act | Redox H2O2 prof | STAT3 inh | STAT1 inh | Hsp70 act | HMGR II inh | TLR4 MyD88 comp | NF-kB expr up
CN(C)CCCN=Cc1c(O)n(Cc2ccc3c(c2)OCO3)c(=O)c2ccccc12 | 104 | 105 | 21 | 0.0 | 3 | -7 | 0.2 | 4 | 10 | 1
Cc1cc2cc3c(cc2nc1SCC(=O)Nc1ccccc1)CCC3 | 103 | 100 | 11 | -5.5 | -2 | 0 | -0.2 | -1 | 1 | 0.99
CCN(CC)S(=O)(=O)c1ccc2c(c1)c(=O)c(C(=O)N1CCN(c3ccccc3)CC1)cn2C | 112 | 99 | 0 | 2.2 | -7 | 1 | -0.3 | 3 | -10 | 0.99
CCC(CC)NC(=O)Nc1cccc(C)c1C | 100 | 97 | -3 | -0.6 | 9 | 3 | -0.2 | -5 | -12 | 1
Cc1oc(-c2cc(F)ccc2F)nc1CN1CCN(c2ncnc3ccccc23)CC1 | 91 | 78 | -13 | 0.2 | 14 | 23 | -0.4 | -5 | 4 | 0.85
CC(C)(C)c1ccc(OCC(=O)Nc2ccc3c4c(cccc24)C(=O)NC3=O)cc1 | 83 | 105 | -16 | -1.5 | 24 | -6 | -0.4 | -3 | 12 | 1
O=C(c1ccc(N2CCOCC2)cc1[N+](=O)[O-])N1CCOCC1 | 102 | 101 | 20 | -0.1 | 8 | -2 | -0.2 | -4 | -8 | 0.98
CC(C)OCC(O)CS(=O)Cc1ccccc1 (stereo not drawn) | 103 | 102 | 7 | 0.1 | 3 | -3 | -0.4 | 0 | 2 | 1.2
Cc1cccc(OCCCc2c(C)n[nH]c2C)c1 | 101 | 93 | 16 | 0.0 | 5 | 6 | -0.5 | -3 | -19 | 1
c1ccc(-c2cc3c(N4CCN(c5ncccn5)CC4)ncnc3s2)cc1 | 109 | 106 | 14 | -0.2 | -11 | -6 | -0.1 | 0 | -8 | 1.2
Cc1cc(CNC(=O)c2cc(COc3c(F)cccc3F)on2)nn1C | 102 | 102 | 3 | 0.8 | 3 | -4 | 0.0 | -4 | -10 | 1
O=C(CSc1ccc(Cl)cc1)N1CCN(c2ccc([N+](=O)[O-])cc2Cl)CC1 | 93 | 100 | -4 | 0.4 | 16 | 0 | -0.2 | -4 | -6 | 0.68
CC(C)CNS(=O)(=O)c1ccc(OCC(=O)Nc2ccc(F)cc2F)cc1 | 102 | 106 | -2 | 0.6 | -1 | -6 | -0.5 | -1 | 10 | 1.2
Cc1nc2c3ccccc3nc(NNC(=O)CCC(=O)NC3CCCC3)n2n1 | 102 | 91 | 22 | -0.2 | 6 | 7 | -0.2 | -3 | -8 | 1.2
Cc1cc(C)cc(N(C(=O)c2sc(C)nc2C)C(C(=O)NC(C)(C)C)c2ccncc2)c1 (stereo not drawn) | 102 | 92 | 8 | -0.7 | 4 | 7 | -0.1 | -5 | 10 | 1.1
COc1ccc(C(c2nnnn2C2CCCC2)N2CCC(C)CC2)c(OC)c1 (stereo not drawn) | 93 | 97 | 8 | 1.5 | 12 | 3 | -0.1 | 5 | -1 | 0.6
C#CC[N+]1(CC#Cc2cccc3ccccc23)CCOCC1 | 100 | 104 | 13 | -1.0 | 2 | -6 | -0.1 | 1 | -1 | 0.94
CN(C(=O)CSc1ncnc2scc(-c3ccccc3)c12)C1CCS(=O)(=O)C1 (stereo not drawn) | 98 | 99 | -4 | -0.7 | 3 | 2 | -0.1 | -7 | -1 | 1.4
COC(=O)c1c(C(=O)NCc2ccccc2)ncn1CC(O)COc1ccccc1 (stereo not drawn) | 99 | 95 | -1 | 2.4 | 6 | 6 | -0.1 | -6 | 3 | 0.99
CCCCC1CCC(C(=O)NCc2ccc3c(c2)OCO3)CC1 (stereo not drawn) | 102 | 101 | 2 | 0.1 | 4 | -1 | 0.3 | -9 | -1 | 1.1
O=C(c1cnc2n(c1=O)CCS2)N(c1ccccc1)C1CCCCC1 | 106 | 106 | -4 | -6.5 | -4 | -6 | -0.4 | -2 | 8 | 1.1
CC(=O)Nc1ccc(S(=O)(=O)Nc2ccc(Cl)nn2)cc1 | 100 | 110 | -3 | -0.3 | -2 | -10 | -0.1 | 4 | 5 | 1.3
Cc1cc2nc(C3CCN(Cc4nnnn4Cc4ccccc4)CC3)[nH]c2cc1C | 87 | 99 | -40 | 2.0 | 17 | 1 | -0.3 | -1 | 5 | 0.57
CCCOc1ccc(OCCOCCN2CCc3ccccc3C2)cc1 | 106 | 98 | -3 | 0.0 | -9 | 3 | -0.4 | 0 | -3 | 0.97
Cc1ccc(C(=O)COc2ccccc2-c2ccccc2)cc1C | 101 | 97 | 12 | 1.5 | -1 | 3 | -0.3 | 1 | 12 | 0.92
Carrying on:
SMILES | STAT3 act | STAT1 act | APP 5'UTR act | Redox H2O2 prof | STAT3 inh | STAT1 inh | Hsp70 act | HMGR II inh | TLR4 MyD88 comp | NF-kB expr up
COC(=O)c1ccc(NC(=O)C(=O)N2CCN(C(=S)Nc3ccc(OC)cc3)CC2)cc1 | 102 | 107 | -7 | -0.1 | -3 | -8 | -0.2 | -2 | 7 | 0.98
O=C(Nc1cccc2ncccc12)c1ccc(-c2ccc(Cl)cc2Cl)o1 | 106 | 92 | 17 | 2.1 | 5 | 9 | -0.1 | 1 | 18 | 1.1
COc1ccc(NC(=O)COC(=O)c2ccc(S(=O)(=O)N(C)c3ccccc3OC)cc2)cc1OC | 100 | 100 | -8 | -0.3 | 1 | 1 | -0.1 | 4 | -13 | 1
CCC(CC)C(=O)c1c[nH]c(C(=O)NCCCn2ccnc2)c1 | 106 | 96 | 17 | 1.8 | -1 | 5 | -0.1 | -3 | 6 | 1
Cc1cccc(Nc2nc(-c3ccccc3)c(C(=O)Nc3cccnc3)s2)c1 | 102 | 92 | 14 | 0.1 | -7 | 8 | -0.6 | -12 | 2 | 0.57
COc1ccc(-n2nc(C(=O)NCC(=O)NCc3ccco3)c3ccccc3c2=O)cc1 | 104 | 89 | 9 | -0.2 | 0 | 12 | -0.1 | -1 | 12 | 0.83
COc1ccc(S(=O)(=O)NCc2ccccn2)cc1 | 104 | 101 | 7 | 0.0 | 0 | -1 | 0.3 | -1 | -1 | 1.2
CN1CC2(C)OC(=O)C(Cl)=C2CC1c1ccccc1 (stereo not drawn) | 97 | 105 | -7 | -0.6 | 3 | -5 | -0.1 | 2 | -11 | 1.4
Cc1ccc(NC(=S)NC(=O)c2c(-c3ccccc3Cl)noc2C)cc1 | 89 | 96 | 25 | 2.6 | 14 | 4 | -0.3 | -6 | -14 | 1
C=CCN1C(=O)C(O)(CC(=O)c2ccc(N)cc2)c2ccccc21 (stereo not drawn) | 98 | 98 | 1 | 1.6 | 6 | 2 | -0.1 | 3 | -15 | 0.91
CN(CCc1ccccn1)C(=O)CCC1CCCN(C(=O)NC2CCCCC2)C1 (stereo not drawn) | 107 | 116 | 1 | -0.3 | -3 | -20 | 0.2 | -5 | -1 | /
Cc1cc(N2CCCC2=O)cc(C)c1S(=O)(=O)NCCOc1ccccc1 | 89 | 92 | -15 | 0.7 | 18 | 9 | -0.3 | -1 | -23 | 0.71
O=C(CSCc1ccc(Cl)cc1)N/N=C/c1ccc(Cl)cc1Cl | 115 | 101 | 10 | -3.1 | -10 | -1 | -0.1 | -3 | -6 | 1.2
COC(=O)c1ccc(Oc2c(Cl)cccc2[N+](=O)[O-])cc1 | 98 | 104 | -11 | -0.4 | 2 | -4 | -0.1 | -2 | 3 | 1.1
COCCOC(=O)c1c(C)n(C)c2ccc(OC(=O)c3ccco3)cc12 | 94 | 99 | -8 | 0.1 | 14 | 1 | -0.2 | 1 | -6 | 1.6
Cc1ccc(C2c3c(oc4ccccc4c3=O)C(=O)N2c2nnc(C(C)C)s2)o1 (stereo not drawn) | 94 | 103 | 7 | -0.1 | 7 | -7 | -0.2 | -5 | 17 | 1.1
CNC(=O)COC(=O)CCC(=O)c1cccs1 | 98 | 94 | -3 | -2.0 | 2 | 7 | 0.3 | 1 | -5 | 1.1
CSCCc1nc(SCC(=O)Nc2nnc(C)s2)[nH]c1C | 97 | 104 | 4 | 1.6 | 7 | -5 | -0.1 | -5 | -8 | 1.2
NS(=O)(=O)c1ccc(-n2nc(C(=O)O)cc2-c2ccc(Cl)cc2)cc1 | 104 | 92 | 18 | -0.5 | 0 | 8 | 0.4 | -6 | 10 | 1.2
O=C(Cc1ccc(-n2c(=O)[nH]c3ccccc3c2=O)cc1)N1CCN(c2cccc(Cl)c2)CC1 | 84 | 91 | 25 | 1.9 | 23 | 10 | -0.2 | -3 | 2 | 0.64
CC1CCC2(CC1)SCC(=O)N2c1ccccc1 (stereo not drawn) | 95 | 101 | -15 | 0.2 | 7 | -1 | -0.3 | -5 | -6 | 1.5
O=C(c1ccc(Br)o1)N1CCN=C1SCc1cccnc1 | 82 | 103 | -3 | -0.4 | 30 | -3 | 0.0 | -2 | 1 | 1.1
CCCN(CCC)C(=O)c1c(C)[nH]c(C(=O)OCC)c1C | 98 | 98 | 3 | 0.2 | 8 | 2 | -0.1 | -1 | -5 | 1.2
COC(=O)C(Nc1ccccc1Cl)(c1cc(C)c(O)c(C)c1)C(F)(F)F (stereo not drawn) | 97 | 101 | -16 | 0.1 | 11 | -1 | 0.0 | 1 | -2 | 0.9
O=C(NCCCN1CCOCC1)c1sc2cc(Cl)ccc2c1Cl | 88 | 109 | -6 | -0.2 | 17 | -12 | -0.3 | 1 | 1 | 1.4

One compound at a time, as listed above.
Cc1cccc(Nc2nc(-c3ccccc3)c(C(=O)Nc3cccnc3)s2)c1 is entered as STAT3 act = 102; STAT1 act = 92; APP 5'UTR act = 14; Redox H2O2 prof = 0.1; STAT3 inh = -7; STAT1 inh = 8; Hsp70 act = -0.6; HMGR II inh = -12; TLR4 MyD88 comp = 2; NF-kB expr up = 0.57
CCC(CC)C(=O)c1c[nH]c(C(=O)NCCCn2ccnc2)c1 is entered as STAT3 act = 106; STAT1 act = 96; APP 5'UTR act = 17; Redox H2O2 prof = 1.8; STAT3 inh = -1; STAT1 inh = 5; Hsp70 act = -0.1; HMGR II inh = -3; TLR4 MyD88 comp = 6; NF-kB expr up = 1

The results go on:
SMILES | STAT3 act | STAT1 act | APP 5'UTR act | Redox H2O2 prof | STAT3 inh | STAT1 inh | Hsp70 act | HMGR II inh | TLR4 MyD88 comp | NF-kB expr up
CC(=O)NC1(c2cccc(F)c2)CCN(CC(=O)NC(C)C)CC1 | 97 | 104 | -5 | 0.7 | 8 | -4 | -0.1 | 0 | -1 | 0.89
O=C1c2ccccc2C2(c3ccccc3)NCCCN12 (stereo not drawn) | 94 | 89 | -7 | -1.0 | 10 | 11 | -0.1 | 1 | 1 | 0.92
Cc1cc(C(=O)NCCc2ccccc2)ccc1[N+](=O)[O-] | 106 | 134* | 85 | 1.7 | -2 | -38 | -0.1 | 0 | -4 | 2.2
C=CCNC(=O)COC(=O)c1cc(S(=O)(=O)N2CCCCC2)ccc1Cl | 99 | 98 | -2 | -1.7 | 3 | 2 | -0.2 | -1 | 1 | 1.9
CCOC(=O)c1ccc(NC(=O)CCS(=O)(=O)c2ccc(Br)s2)cc1 | 94 | 98 | -4 | 0.1 | 14 | 2 | -0.3 | -4 | 2 | 1.2
C/C(=N\NC(=O)c1ccncc1)c1ccc(N(C)C)cc1 | 100 | 100 | 13 | 0.7 | 5 | -3 | 0.2 | 6 | -5 | 1.3
